Assay outcomes as filed in PubChem.
HIF-2a inh: HIF-2a inhibition | AID 624352 | 786-0 RCC cells HIF-2a reporter, luciferase luminescence, overnight | 360,000 tested, 0.72% active | inhibition, % at 18.8 µM;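 active means inhibition of the luminescence signal of 40% or more relative to plate controls, in a single-dose primary screen at 18.75 µM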
aDG glyco act: increases alpha dystroglycan glycosylation; AID 624168; Pro5-aDG cells, alpha-DG glycosylation AlphaScreen (IIH6); 0% Pro5, 100% B10-LARGE cell signal; 360,000 tested, 0.22% active; activation, % at 10 µM;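 active means activation of at least 8% versus controls, or a plate z-score of at least 8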;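 further: Pro5 are CHO cells carrying HIG-tagged alpha-DG that lacks glycosylation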
NR2E3 ag-1: human photoreceptor-specific nuclear receptor agonism; 360,000 tested, 0.35% active; CHO-S Gal4-NCOR/VP16-NR2E3 two-hybrid, luciferase; Q9Y5X4; inhibition of corepressor binding, % at 3.98 µM; AID 602229;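 active means inhibition above the mean of all tested compounds plus 3 SD, cut at about 70% in these data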;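 further: 0% = DMSO with NR2E3 transfected cells and 100% = cells lacking NR2E3 construct; higher means lower luciferase signal from less NR2E3 corepressor binding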
Target sequence (Q9Y5X4 whole entry, looked up, the tested form may be a part): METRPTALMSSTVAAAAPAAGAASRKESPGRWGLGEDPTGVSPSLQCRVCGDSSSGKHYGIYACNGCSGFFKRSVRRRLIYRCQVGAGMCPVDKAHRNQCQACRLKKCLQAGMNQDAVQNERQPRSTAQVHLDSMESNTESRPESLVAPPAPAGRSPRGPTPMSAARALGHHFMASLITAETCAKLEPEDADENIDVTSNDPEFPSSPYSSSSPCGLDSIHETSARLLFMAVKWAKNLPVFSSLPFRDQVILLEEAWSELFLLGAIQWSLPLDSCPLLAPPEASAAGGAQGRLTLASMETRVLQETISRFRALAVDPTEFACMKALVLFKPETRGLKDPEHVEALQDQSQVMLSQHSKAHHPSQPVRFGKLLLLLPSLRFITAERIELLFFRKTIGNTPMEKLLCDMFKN
NR2E3 ag-2: agonists of human nuclear receptor NR2E3; Q9Y5X4; GST-NR2E3/biotin-RetCOR TR-FRET, 1536-well; inhibition of corepressor binding, % at 4.78 µM; 320,000 tested, 0.12% active; AID 2300;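 active means percent inhibition above the cutoff of mean plus 3 SD of all tested compounds, set per screening campaign, cut at about 20% in these data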;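 further: 0% = DMSO wells and 100% = biotin wells as full block of FRET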
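Test system: GST-NR2E3 and biotin-RetCOR proteins | Quantity: 1.35 nM GST-tagged NR2E3 final | Medium: Tris pH 7.5 | Also added: 7 nM biotin-RetCOR | Dosing: Compound at 4.8 µM, single dose | Timing: 5 h at 4 °C | Detection: Time-resolved FRET | Read-out basis: Percent inhibition | Benchmarks: Biotin wells as high control, 0.6% DMSO wells as low control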
KKLEB cytotox: counter-screen for CF NF-kB inhibitors: cytotoxicity | activity change (cytotoxicity), % at 5 µM | KKLEB CF airway cells viability, ATPlite luminescence, overnight; stronger effect = lower value; cells stimulated with P. aeruginosa culture filtrate | 360,000 tested, 0.36% active | AID 602141;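 active means corrected activity change at or below -50% at 5 µM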
iPSC survival up: increases survival of single human iPS cells; AID 602274; hiPSC single-cell survival, ATPlite luminescence; 100% = ROCK inhibitor wells, 0% = DMSO; 360,000 tested, 0.044% active; survival enhancement, % at 20 µM; in the data active means survival enhancement above about 18%;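 further: cells exposed to compounds for 16 hours before the ATP read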
Shn3 inh set2: inhibitors of Schnurri-3 3'UTR reporter in osteoblasts. Clone20 osteoblast Shn3 3'UTR firefly luciferase, 24 h. inhibition, % at 12.5 µM. 360,000 tested, 0.52% active. AID 588674;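 active means mean inhibition of at least 75% with every replicate also reaching 75%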;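 further: 0% = median of neutral control wells and 100% = pilot-screen positive control compound; some compounds past the cut are filed as inactive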
CF NFkB block: cystic fibrosis NF-kB activation inhibition. inhibition, % at 5 µM. 360,000 tested, 0.86% active. KKLEB NF-kB-GFP reporter, PAF-induced, GFP fluorescence overnight;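 active means at least 50% inhibition at 5 µM, scaled per plate between neutral and stimulator controls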;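 further: PAF is a Pseudomonas aeruginosa culture filtrate used as stimulus; plate controls were PAF-stimulated DMSO wells for no effect and unstimulated DMSO wells for full effect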
TWEAK-Fn14 inh: inhibitors of TWEAK-Fn14 interaction signaling; inhibition, % at 10 µM; TWEAK-stimulated Fn14 reporter cells, luciferase luminescence, 8 h; 360,000 tested, 2% active; in the data active means inhibition above about 50%
TRPM1 prom inh: MITF TRPM1 promoter inhibition in SK-MEL-5 cells; SK-MEL-5 TRPM1 promoter luciferase, 24 h; 330,000 tested, 0.83% active; inhibition, % at 12.5 µM; AID 488899;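 active means mean inhibition across replicates of 60% or more, whatever share of single replicates reaches that level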; further: values of inactives mirror those of a sister screen read the other way
Peg3 prom inh: inhibitors of Peg3 promoter; HeLa PEG-Prom luciferase reporter, luminescence, overnight; inhibition, % at 20 µM; 360,000 tested, 1.7% active;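 active means inhibition of at least 50% at 20 µM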
Starred values were filed as active, the others as inactive.

How did CC(=O)O[C@@H]1C[C@H]2C(C)(C)C(=O)C=C[C@]2(C)[C@H]2CC[C@@]3(C)[C@H](c4ccoc4)OC(=O)[C@H]4O[C@]43[C@@]21C do in these assays?
HIF-2a inh: 58*; aDG glyco act: -0.3; NR2E3 ag-1: -2; NR2E3 ag-2: 6; KKLEB cytotox: 19; iPSC survival up: 1.7; Shn3 inh set2: -4; CF NFkB block: 28; TWEAK-Fn14 inh: 33; TRPM1 prom inh: 12; Peg3 prom inh: 31

What do the screens show for `Cc1cc([N+](=O)[O-])nn1CC(=O)Nc1sc2c(c1C(N)=O)CCCC2`?
HIF-2a inh: 0; aDG glyco act: -0.3; NR2E3 ag-1: 5; NR2E3 ag-2: 0; KKLEB cytotox: -4; iPSC survival up: -0.9; Shn3 inh set2: 1; CF NFkB block: -1; TWEAK-Fn14 inh: -5; TRPM1 prom inh: 5; Peg3 prom inh: 6

What do the screens show for `S=C(Nc1ccc(Br)cc1Cl)NC1CCN(Cc2ccccc2)CC1`?
HIF-2a inh: 7; aDG glyco act: 5.2; NR2E3 ag-1: -8; NR2E3 ag-2: 3; KKLEB cytotox: -1; iPSC survival up: -2.1; Shn3 inh set2: 15; CF NFkB block: -5; TWEAK-Fn14 inh: 20; TRPM1 prom inh: 12; Peg3 prom inh: 30

What do the screens show for `CCN(CC)C(=O)C[n+]1ccc(C(N)=O)cc1`?
HIF-2a inh: 11; aDG glyco act: -0.3; NR2E3 ag-1: -2; NR2E3 ag-2: 3; KKLEB cytotox: 11; iPSC survival up: 0.9; Shn3 inh set2: -25; CF NFkB block: -8; TWEAK-Fn14 inh: 6; TRPM1 prom inh: -1; Peg3 prom inh: 18

How did O=C(O)c1ccc(-n2ccnc2)c([N+](=O)[O-])c1 do in these assays?
HIF-2a inh: 14; aDG glyco act: -0.2; NR2E3 ag-1: -14; NR2E3 ag-2: -2; KKLEB cytotox: 1; iPSC survival up: -1.4; Shn3 inh set2: 7; CF NFkB block: -7; TWEAK-Fn14 inh: -14; TRPM1 prom inh: -3; Peg3 prom inh: 11

How did Cc1ccc(C2(C)NC(=O)N(CC(=O)Nc3ccc(S(=O)(=O)Nc4nccs4)cc3)C2=O)cc1 (stereo not drawn) do in these assays?
HIF-2a inh: -4; aDG glyco act: -0.1; NR2E3 ag-1: 22; NR2E3 ag-2: 1; KKLEB cytotox: -1; iPSC survival up: 0.1; Shn3 inh set2: -9; CF NFkB block: 8; TWEAK-Fn14 inh: 9; TRPM1 prom inh: -12; Peg3 prom inh: 5

What do the screens show for `C/C(=N\NC(=O)C1CC1)c1ccc(Cl)c(Cl)c1`?
HIF-2a inh: -102; aDG glyco act: 0.0; NR2E3 ag-1: -2; NR2E3 ag-2: -2; KKLEB cytotox: 2; iPSC survival up: -2.9; Shn3 inh set2: -3; CF NFkB block: 10; TWEAK-Fn14 inh: -38; TRPM1 prom inh: -21; Peg3 prom inh: -51

Results for Cc1ccccc1CS(=O)(=O)CCC(=O)O ?
HIF-2a inh: 10; aDG glyco act: -0.2; NR2E3 ag-1: -17; NR2E3 ag-2: 1; KKLEB cytotox: 6; iPSC survival up: -0.5; Shn3 inh set2: -1; CF NFkB block: -17; TWEAK-Fn14 inh: -5; TRPM1 prom inh: -10; Peg3 prom inh: 7

What do the screens show for `O=C(NCCCc1ccccc1)c1ccccc1O`?
HIF-2a inh: -164; aDG glyco act: 0.2; NR2E3 ag-1: -38; NR2E3 ag-2: 1; KKLEB cytotox: -11; iPSC survival up: 0.4; Shn3 inh set2: -31; CF NFkB block: 24; TWEAK-Fn14 inh: -16; TRPM1 prom inh: -41; Peg3 prom inh: -163

Results for COc1ccc([N+](=O)[O-])cc1N(CC(=O)NCCCOC(C)C)S(C)(=O)=O ?
HIF-2a inh: 1; aDG glyco act: -0.1; NR2E3 ag-1: 4; NR2E3 ag-2: -1; KKLEB cytotox: 12; iPSC survival up: -1.1; Shn3 inh set2: 0; CF NFkB block: -6; TWEAK-Fn14 inh: 0; TRPM1 prom inh: 1; Peg3 prom inh: -1

What do the screens show for `C/C(Cn1nc([N+](=O)[O-])cc1C)=N\NC(=O)COc1c(Cl)cc(Cl)cc1Cl`?
HIF-2a inh: 8; aDG glyco act: 0.0; NR2E3 ag-1: -25; NR2E3 ag-2: -2; KKLEB cytotox: 7; iPSC survival up: -1.4; Shn3 inh set2: -49; CF NFkB block: -5; TWEAK-Fn14 inh: 9; TRPM1 prom inh: 10; Peg3 prom inh: 12

What do the screens show for `O=C(O)CC12CC3CC(C1)CC(n1ncc(N4CCC5(CC4)OCCO5)c(Cl)c1=O)(C3)C2`?
HIF-2a inh: 14; aDG glyco act: 0.0; NR2E3 ag-1: -14; NR2E3 ag-2: 1; KKLEB cytotox: 6; iPSC survival up: -0.3; Shn3 inh set2: -20; CF NFkB block: 8; TWEAK-Fn14 inh: -37; TRPM1 prom inh: 7; Peg3 prom inh: 8

How did O=c1c(Cl)c(Cl)cnn1Cc1ccc(F)cc1 do in these assays?
HIF-2a inh: 14; aDG glyco act: 0.3; NR2E3 ag-1: 15; NR2E3 ag-2: 6; KKLEB cytotox: -5; iPSC survival up: -0.7; Shn3 inh set2: -3; CF NFkB block: 35; TWEAK-Fn14 inh: 81*; TRPM1 prom inh: 81*; Peg3 prom inh: 74*

How did CC1CCN(S(=O)(=O)c2c[nH]c(=O)[nH]c2=O)CC1 do in these assays?
HIF-2a inh: 8; aDG glyco act: -0.1; NR2E3 ag-1: -4; NR2E3 ag-2: 1; KKLEB cytotox: 14; iPSC survival up: -0.4; Shn3 inh set2: 12; CF NFkB block: 4; TWEAK-Fn14 inh: 3; TRPM1 prom inh: 7; Peg3 prom inh: 5

Results for O=C(NCCCN1CCCC1=O)c1cncc(Br)c1 ?
HIF-2a inh: 9; aDG glyco act: -0.3; NR2E3 ag-1: 3; NR2E3 ag-2: 0; KKLEB cytotox: -1; iPSC survival up: -0.2; Shn3 inh set2: 7; CF NFkB block: 10; TWEAK-Fn14 inh: 10; TRPM1 prom inh: 3; Peg3 prom inh: 25

Results for Cc1cccc(CN2CCN(c3ccccn3)CC2)c1 ?
HIF-2a inh: -3; aDG glyco act: 0.0; NR2E3 ag-1: 12; NR2E3 ag-2: 1; KKLEB cytotox: 3; iPSC survival up: -1.4; Shn3 inh set2: -33; CF NFkB block: -4; TWEAK-Fn14 inh: 9; TRPM1 prom inh: -6; Peg3 prom inh: -4

What do the screens show for `COCCOc1ccc(C(F)(F)F)cc1NC(=O)c1ccc(C)cc1`?
HIF-2a inh: 0; aDG glyco act: 0.3; NR2E3 ag-1: -3; NR2E3 ag-2: 1; KKLEB cytotox: 2; iPSC survival up: -1.2; Shn3 inh set2: 9; CF NFkB block: -11; TWEAK-Fn14 inh: 13; TRPM1 prom inh: 11; Peg3 prom inh: 23

How did Cc1nc(NS(=O)(=O)c2ccccc2)sc1C(C)(C)C do in these assays?
HIF-2a inh: 22; aDG glyco act: -0.2; NR2E3 ag-1: -7; NR2E3 ag-2: -1; KKLEB cytotox: -14; iPSC survival up: 0.4; Shn3 inh set2: 5; CF NFkB block: -3; TWEAK-Fn14 inh: 2; TRPM1 prom inh: -3; Peg3 prom inh: 3

What do the screens show for `CN(C)/N=C/c1ccc(Sc2ccccc2[N+](=O)[O-])o1`?
HIF-2a inh: 15; aDG glyco act: -0.3; NR2E3 ag-1: 41; NR2E3 ag-2: 1; KKLEB cytotox: -3; iPSC survival up: -1.2; Shn3 inh set2: -1; CF NFkB block: -2; TWEAK-Fn14 inh: -14; TRPM1 prom inh: -7; Peg3 prom inh: 7

Results for CC(Oc1ccc(Cl)cc1Cl)C(=O)NCCC1=CCCCC1 (stereo not drawn) ?
HIF-2a inh: 19; aDG glyco act: 0.5; NR2E3 ag-1: -5; NR2E3 ag-2: 0; KKLEB cytotox: -7; iPSC survival up: -1.1; Shn3 inh set2: -1; CF NFkB block: 22; TWEAK-Fn14 inh: -12; TRPM1 prom inh: 7; Peg3 prom inh: 11

How did CC(=O)Oc1c(C)cc(Cl)cc1C(=O)Nc1ccc([N+](=O)[O-])cc1Cl do in these assays?
HIF-2a inh: -157; aDG glyco act: -0.9; NR2E3 ag-1: 83*; NR2E3 ag-2: -1; KKLEB cytotox: -78*; iPSC survival up: 5.0; Shn3 inh set2: 78; CF NFkB block: 63*; TWEAK-Fn14 inh: 88*; TRPM1 prom inh: 53; Peg3 prom inh: -13

Results for NC(=O)COc1ccc(Cc2ncc(C(F)(F)F)cc2Cl)cc1 ?
HIF-2a inh: 11; aDG glyco act: -0.2; NR2E3 ag-1: 1; NR2E3 ag-2: 0; KKLEB cytotox: 8; iPSC survival up: 4.5; Shn3 inh set2: -6; CF NFkB block: -12; TWEAK-Fn14 inh: 6; TRPM1 prom inh: 5; Peg3 prom inh: 12

Results for O=C(CSC1=NS(=O)(=O)c2cc(Cl)ccc2N1)NCc1ccccc1 ?
HIF-2a inh: 9; aDG glyco act: 0.9; NR2E3 ag-1: -2; NR2E3 ag-2: -3; KKLEB cytotox: 6; iPSC survival up: 0.0; Shn3 inh set2: 6; CF NFkB block: -7; TWEAK-Fn14 inh: -10; TRPM1 prom inh: 6; Peg3 prom inh: -8

What do the screens show for `O=C(COC(=O)c1ccc[nH]c1=O)NC1CC1`?
HIF-2a inh: 8; aDG glyco act: -0.1; NR2E3 ag-1: -13; KKLEB cytotox: 0; iPSC survival up: -2.1; Shn3 inh set2: 2; CF NFkB block: -5; TWEAK-Fn14 inh: 2; TRPM1 prom inh: 8; Peg3 prom inh: 1

What do the screens show for `O=C(N/N=C/c1ccccn1)c1ccc([N+](=O)[O-])cc1`?
HIF-2a inh: 8; aDG glyco act: -0.1; NR2E3 ag-1: -9; NR2E3 ag-2: 1; KKLEB cytotox: 4; iPSC survival up: -0.6; Shn3 inh set2: -20; CF NFkB block: 0; TWEAK-Fn14 inh: 4; TRPM1 prom inh: 9; Peg3 prom inh: 2

Looked up one by one from the list above:
Results for CC(Oc1ccc(Cl)cc1Cl)C(=O)NCCC1=CCCCC1 (stereo not drawn) ?
HIF-2a inh: 19; aDG glyco act: 0.5; NR2E3 ag-1: -5; NR2E3 ag-2: 0; KKLEB cytotox: -7; iPSC survival up: -1.1; Shn3 inh set2: -1; CF NFkB block: 22; TWEAK-Fn14 inh: -12; TRPM1 prom inh: 7; Peg3 prom inh: 11

What do the screens show for `O=C(COC(=O)c1ccc[nH]c1=O)NC1CC1`?
HIF-2a inh: 8; aDG glyco act: -0.1; NR2E3 ag-1: -13; KKLEB cytotox: 0; iPSC survival up: -2.1; Shn3 inh set2: 2; CF NFkB block: -5; TWEAK-Fn14 inh: 2; TRPM1 prom inh: 8; Peg3 prom inh: 1
